Bioassay records as filed in PubChem.
mIAP activ – mouse IAP activation; muIAP, CDP-Star luminescence, 30 min; hits give high values; 1 = vehicle-only enzyme signal, 0 = enzyme-free wells; activation factor at 10 µM; 330,000 tested, 0.24% active; AID 2805;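 active means activation factor of at least 2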; further: the source names both 10 and 20 µM as test concentration; values of inactives mirror those of a sister screen read the other way
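also added = chemiluminescent substrate CDP-Star | test system = mouse IAP enzyme | signal = chemiluminescence readout | compound = DMSO-dissolved test compounds | incubation = 30 min at room temperature | benchmarks = DMSO wells, no-enzyme wells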
GRIN3A LBD mod – modulates the human NR3A ligand-binding domain | NR3A LBD differential scanning fluorimetry, Tm shift; 0% = protein alone, 100% = glycine-bound protein | Tm shift relative to glycine control, % at 25 µM | 340,000 tested, 2.5% active;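 active means melting temperature shift of at least 10% of the positive control shift, at one fixed dose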
beta cell repl – MIN6 beta-cell proliferation induction. AID 2380. MIN6 cells proliferation, ATPlite luminescence, 48 h; cells starved in 0.2% serum; 100% = growth in 10% serum. 330,000 tested, 0.29% active. proliferation, % at 10 µM;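 active means compounds whose signal lies at least 3.5 SD above the mean of all wells on their plate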;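 further: 0% = DMSO-treated cells in low-serum medium and 100% = 10% serum control; some compounds called inactive have numbers as strong as hits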
hIAP activ – human IAP activation; 330,000 tested, 0.16% active; P09923; purified human IAP, CDP-Star luminescence, 30 min; hits give high values; 1 = vehicle-only enzyme, 0 = enzyme-free background; activation factor at 10 µM;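 active means activation factor of the enzyme at least 2-fold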; further: the source names both 10 and 20 µM as test concentration; values of inactives mirror those of a sister screen read the other way
Target sequence (P09923 whole entry, looked up): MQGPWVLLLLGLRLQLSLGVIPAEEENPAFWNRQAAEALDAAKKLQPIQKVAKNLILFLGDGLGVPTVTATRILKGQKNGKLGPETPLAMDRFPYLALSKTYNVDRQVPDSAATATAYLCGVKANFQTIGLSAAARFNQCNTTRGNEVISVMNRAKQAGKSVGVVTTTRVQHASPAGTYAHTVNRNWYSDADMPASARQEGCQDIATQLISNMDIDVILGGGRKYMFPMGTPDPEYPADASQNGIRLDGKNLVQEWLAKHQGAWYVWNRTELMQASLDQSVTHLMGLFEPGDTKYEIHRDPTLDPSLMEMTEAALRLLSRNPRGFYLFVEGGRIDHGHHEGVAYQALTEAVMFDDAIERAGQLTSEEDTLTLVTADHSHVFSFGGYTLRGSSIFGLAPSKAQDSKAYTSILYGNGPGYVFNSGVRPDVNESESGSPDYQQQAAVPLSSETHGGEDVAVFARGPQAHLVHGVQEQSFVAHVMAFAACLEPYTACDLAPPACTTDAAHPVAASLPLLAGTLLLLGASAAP
A3G deaminase – inhibitors of human APOBEC3G DNA deaminase; Q9HC16; recombinant A3G, ssDNA deamination FAM/TAMRA fluorescence; inhibition, % at 20 µM; 330,000 tested, 0.28% active;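 active means inhibition of at least 40% at 20 µM, with no more than 30% in the related APOBEC3A deaminase screen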;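 further: plate controls were DMSO wells with A3G for no effect and wells lacking A3G enzyme for full effect; some compounds called inactive have numbers as strong as hits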
MPTP inh – blocks calcium-induced mitochondrial swelling | isolated mouse mitochondria, Ca2+ swelling absorbance, 30 min | 360,000 tested, 1.4% active | inhibition, % at 10 µM;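 active means inhibition of 50% or more, scaled per plate between neutral and stimulator controls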;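 further: 0% = DMSO wells given calcium and 100% = 1 mM EGTA wells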
mIAP block – mouse IAP inhibition; purified mouse IAP, CDP-Star luminescence, 30 min; inhibition, % at 10 µM; 330,000 tested, 0.2% active; AID 2806;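 active means inhibition of at least 40% at 10 µM in the primary screen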;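 further: plate controls were DMSO with enzyme for no effect and no enzyme wells for full effect; values of inactives mirror those of a sister screen read the other way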
APOBEC3A inh – blocks human APOBEC3A ssDNA deamination. P31941. recombinant A3A, FAM/TAMRA ssDNA deamination fluorescence. inhibition, % at 20 µM. 330,000 tested, 0.41% active. AID 493011;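 active means at least 40% inhibition at 20 µM here, with at most 30% in a related deaminase screen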;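 further: plate controls were A3A with DMSO for no effect and wells lacking A3A enzyme for full effect; some results filed as inactive read as strong as hits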
Target sequence (P31941 whole entry, looked up): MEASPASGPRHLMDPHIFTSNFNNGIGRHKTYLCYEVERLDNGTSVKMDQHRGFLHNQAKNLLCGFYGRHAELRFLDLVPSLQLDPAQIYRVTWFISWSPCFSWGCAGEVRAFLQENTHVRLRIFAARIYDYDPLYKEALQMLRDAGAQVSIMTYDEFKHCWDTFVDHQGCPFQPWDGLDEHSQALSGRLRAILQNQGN
hIAP block – human IAP inhibition; AID 2544; purified IAP, CDP-Star luminescence, 30 min; inhibition, % at 10 µM; P09923; 330,000 tested, 0.12% active;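 active means inhibition reaching a set limit with compound at 10 µM in the primary screen, cut at about 35% in these data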;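 further: plate controls were DMSO wells with enzyme for no effect and no-enzyme buffer wells for full effect; values of inactives mirror those of a sister screen read the other way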
Starred values were filed as active, the others as inactive.

What do the screens show for `COc1ccc(/C=C/C(=O)Nc2cccc(S(=O)(=O)N3CCOCC3)c2)cc1OC`?
mIAP activ: 1.1; GRIN3A LBD mod: -4; beta cell repl: -3; hIAP activ: 1.1; A3G deaminase: 3; MPTP inh: -0.1; mIAP block: -8; APOBEC3A inh: 2; hIAP block: -6

What do the screens show for `COc1ccc(C(=O)NC2CCN(CC(=O)NCc3ccccc3)CC2)cc1`?
mIAP activ: 0.96; GRIN3A LBD mod: -3; beta cell repl: 0; hIAP activ: 0.88; A3G deaminase: -11; MPTP inh: -0.1; mIAP block: 4; APOBEC3A inh: -3; hIAP block: 12

How did S=C(NCc1ccco1)Nc1ccc(Cl)cc1Cl do in these assays?
mIAP activ: 1.1; GRIN3A LBD mod: -1; beta cell repl: 0; hIAP activ: 1; A3G deaminase: 0; MPTP inh: 36; mIAP block: -14; APOBEC3A inh: -1; hIAP block: -2

How did CC(C)NC(=O)c1ccc2c(c1)N(CC(=O)Nc1ccccc1F)C(=O)C(C)(C)O2 do in these assays?
mIAP activ: 1; GRIN3A LBD mod: -3; beta cell repl: -5; hIAP activ: 0.95; A3G deaminase: -4; MPTP inh: 0.0; mIAP block: -4; APOBEC3A inh: -6; hIAP block: 5

How did COc1cc(/C=N/n2cnnc2)ccc1OCc1ccc(C)cc1 do in these assays?
mIAP activ: 1; GRIN3A LBD mod: 6; beta cell repl: -1; hIAP activ: 0.97; A3G deaminase: -1; MPTP inh: -0.2; mIAP block: -1; APOBEC3A inh: -6; hIAP block: 3

What do the screens show for `C/C(=N\NC(=O)C(C)Nc1cccc(Cl)c1)c1ccc([N+](=O)[O-])cc1` (stereo not given)?
mIAP activ: 0.93; GRIN3A LBD mod: -8; beta cell repl: -1; hIAP activ: 0.83; A3G deaminase: -9; MPTP inh: -3.7; mIAP block: 8; APOBEC3A inh: -2; hIAP block: 17

Results for O=C(CSc1nnc(Cc2ccccc2)o1)N1CCCC1 ?
mIAP activ: 1; GRIN3A LBD mod: 1; beta cell repl: 1; hIAP activ: 0.88; A3G deaminase: -5; MPTP inh: 0.9; mIAP block: -3; APOBEC3A inh: 2; hIAP block: 12

Results for O=C(COC(=O)c1ccccc1[N+](=O)[O-])Nc1nnc(-c2ccccc2)o1 ?
mIAP activ: 0.9; GRIN3A LBD mod: -1; beta cell repl: -3; hIAP activ: 1.3; A3G deaminase: -8; MPTP inh: -2.7; mIAP block: 10; APOBEC3A inh: -1; hIAP block: -27

How did CCc1ccc(CN(C)C(=O)C2CCC(=O)N(CCCN3CCCC3=O)C2)cc1 (stereo not given) do in these assays?
mIAP activ: 0.95; GRIN3A LBD mod: 0; beta cell repl: -1; hIAP activ: 0.92; A3G deaminase: -5; MPTP inh: 1.5; mIAP block: 5; APOBEC3A inh: 5; hIAP block: 8

Results for Cc1nn(CC(=O)Nc2nnc(C(C)C)s2)c(=O)c2ccccc12 ?
mIAP activ: 0.99; GRIN3A LBD mod: 1; beta cell repl: -1; hIAP activ: 1.1; A3G deaminase: -4; MPTP inh: 0.2; mIAP block: 1; APOBEC3A inh: -1; hIAP block: -9

What do the screens show for `Cc1cc(C(=O)N2CCOCC2)n(-c2ccccc2)n1`?
mIAP activ: 1; GRIN3A LBD mod: 2; beta cell repl: -3; hIAP activ: 0.9; A3G deaminase: -8; MPTP inh: 0.2; mIAP block: -4; APOBEC3A inh: -1; hIAP block: 10

Results for O=C(Nc1ccc2[nH]c(=O)[nH]c2c1)c1ccc([N+](=O)[O-])o1 ?
mIAP activ: 0.94; GRIN3A LBD mod: 4; beta cell repl: -3; hIAP activ: 1.3; A3G deaminase: -2; MPTP inh: -0.7; mIAP block: 6; APOBEC3A inh: 0; hIAP block: -31

Results for CC(=O)Nc1ccc(NC(=O)C(C)OC(=O)c2oc3ccccc3c2C)cc1 (stereo not given) ?
mIAP activ: 1.1; beta cell repl: -2; hIAP activ: 0.98; A3G deaminase: 12; MPTP inh: -3.6; mIAP block: -6; APOBEC3A inh: 0; hIAP block: 2

How did CCS(=O)(=O)NCC(c1cccnc1)N1CCN(c2ccc(F)cc2)CC1 (stereo not given) do in these assays?
mIAP activ: 0.94; GRIN3A LBD mod: 1; beta cell repl: -4; hIAP activ: 1.2; A3G deaminase: -7; MPTP inh: -2.1; mIAP block: 6; APOBEC3A inh: -18; hIAP block: -18

Results for S=c1[nH]ncn2c1cc1oc3ccccc3c12 ?
mIAP activ: 0.9; GRIN3A LBD mod: -21; beta cell repl: -1; hIAP activ: 0.89; A3G deaminase: -13; MPTP inh: 1.4; mIAP block: 10; APOBEC3A inh: 1; hIAP block: 11

What do the screens show for `O=C(COc1ccc(Br)cc1)OCCN1CCCCC1`?
mIAP activ: 1; GRIN3A LBD mod: -2; beta cell repl: 5; hIAP activ: 0.84; A3G deaminase: 1; MPTP inh: -0.4; mIAP block: -1; APOBEC3A inh: 2; hIAP block: 16

Results for Cc1ccc(NC(=O)c2cc(C)on2)cc1 ?
mIAP activ: 0.97; GRIN3A LBD mod: 2; beta cell repl: -4; hIAP activ: 0.87; A3G deaminase: -7; MPTP inh: -2.5; mIAP block: 3; APOBEC3A inh: -4; hIAP block: 13

What do the screens show for `O=C(NN1CCOCC1)c1cnn2c(C(F)F)cc(-c3ccccc3)nc12`?
mIAP activ: 1; GRIN3A LBD mod: -2; beta cell repl: -2; hIAP activ: 0.9; A3G deaminase: -5; MPTP inh: -0.7; mIAP block: 0; APOBEC3A inh: 2; hIAP block: 10

What do the screens show for `CCC1(CC)Nc2ccccc2C(=O)N1c1ccc(NC(C)=O)cc1`?
mIAP activ: 0.98; GRIN3A LBD mod: 0; beta cell repl: 2; hIAP activ: 1; A3G deaminase: 7; MPTP inh: -0.8; mIAP block: 2; APOBEC3A inh: -1; hIAP block: -4

What do the screens show for `CCSc1nnc(NC(=O)CSc2sc3c(O)cc(=O)[nH]c3c2C#N)s1`?
mIAP activ: 0.64; GRIN3A LBD mod: 2; beta cell repl: 1; hIAP activ: 0.96; A3G deaminase: 55; MPTP inh: -0.1; mIAP block: 36; APOBEC3A inh: 68; hIAP block: 4

What do the screens show for `CSc1ccc(-c2nnn(Cc3ccc(C)cc3)n2)cc1`?
mIAP activ: 0.95; GRIN3A LBD mod: 8; beta cell repl: -3; hIAP activ: 1.1; A3G deaminase: -3; MPTP inh: 2.0; mIAP block: 5; APOBEC3A inh: -5; hIAP block: -11

Results for CC(C)Nc1nc(Cl)nc(NNC(=O)C(C)Oc2ccccc2)n1 (stereo not given) ?
mIAP activ: 1.1; GRIN3A LBD mod: 2; beta cell repl: 0; hIAP activ: 1.2; A3G deaminase: -6; MPTP inh: -0.1; mIAP block: -13; APOBEC3A inh: -5; hIAP block: -19

What do the screens show for `CC1CN(Cc2ccc(Cl)cc2Cl)CC(C)O1` (stereo not given)?
mIAP activ: 0.99; GRIN3A LBD mod: -1; beta cell repl: 6; hIAP activ: 0.9; A3G deaminase: -5; MPTP inh: -0.6; mIAP block: 1; APOBEC3A inh: -3; hIAP block: 10

Results for COc1ccc(CNc2ccc3c(c2)CCC3)cc1Br ?
mIAP activ: 0.92; GRIN3A LBD mod: -1; beta cell repl: 3; hIAP activ: 0.98; A3G deaminase: -7; MPTP inh: -0.4; mIAP block: 8; APOBEC3A inh: -8; hIAP block: 2

Results for CCOc1ccc(Nc2ncnc3c2cnn3-c2ccccc2)cc1 ?
mIAP activ: 1; GRIN3A LBD mod: 1; beta cell repl: -3; hIAP activ: 1; A3G deaminase: -9; MPTP inh: 4.1; mIAP block: -2; APOBEC3A inh: -1; hIAP block: -3

What do the screens show for `O=C(NCCC1CCCCN1S(=O)(=O)c1ccccc1)C(=O)NCc1cccnc1` (stereo not given)?
mIAP activ: 0.97; GRIN3A LBD mod: 0; beta cell repl: 2; hIAP activ: 0.91; A3G deaminase: -4; MPTP inh: -0.8; mIAP block: 3; APOBEC3A inh: -1; hIAP block: 9

What do the screens show for `CCC(C)c1ccc(NC(=S)N2CCN(S(C)(=O)=O)CC2)cc1` (stereo not given)?
mIAP activ: 0.98; GRIN3A LBD mod: -1; beta cell repl: 3; hIAP activ: 0.85; A3G deaminase: -3; MPTP inh: -0.6; mIAP block: 2; APOBEC3A inh: -2; hIAP block: 15

Results for CC(Sc1nc(-c2ccc(F)cc2)cs1)C(=O)Nc1ccc(Cl)cn1 (stereo not given) ?
mIAP activ: 1.1; GRIN3A LBD mod: 1; beta cell repl: -4; hIAP activ: 0.98; A3G deaminase: -3; MPTP inh: 0.2; mIAP block: -6; APOBEC3A inh: -1; hIAP block: 2

What do the screens show for `O=C(/C=C/c1cccs1)NCc1ccc2c(c1)OCO2`?
mIAP activ: 0.95; GRIN3A LBD mod: -2; beta cell repl: -2; hIAP activ: 0.89; A3G deaminase: -6; MPTP inh: -0.1; mIAP block: 5; APOBEC3A inh: -2; hIAP block: 11

How did CCc1ccc(OCC2Cn3c(nc4c3c(=O)[nH]c(=O)n4C)O2)cc1 (stereo not given) do in these assays?
mIAP activ: 0.99; GRIN3A LBD mod: -3; beta cell repl: -1; hIAP activ: 1.5; A3G deaminase: -6; MPTP inh: -0.2; mIAP block: 1; APOBEC3A inh: -5; hIAP block: -46

What do the screens show for `COc1ccc(CNC(=O)C[C@H]2C(=O)N(C3CCCCC3)C[C@@H]2Cc2ccccc2)cc1`?
mIAP activ: 1.2; GRIN3A LBD mod: -1; beta cell repl: -1; hIAP activ: 1.2; A3G deaminase: -12; MPTP inh: -0.5; mIAP block: -15; APOBEC3A inh: -5; hIAP block: -16

What do the screens show for `CCN1CCN(c2ccc(NC(=O)c3ccc(F)cc3)cc2Cl)CC1`?
mIAP activ: 1; GRIN3A LBD mod: 1; beta cell repl: -4; hIAP activ: 1.1; A3G deaminase: 0; MPTP inh: 0.1; mIAP block: -3; APOBEC3A inh: 2; hIAP block: -8

What do the screens show for `CCOC(=O)c1c(CNc2ccncc2)n(C)c2cc(Br)c(O)cc12`?
mIAP activ: 1; GRIN3A LBD mod: -1; beta cell repl: -1; hIAP activ: 0.91; A3G deaminase: -14; MPTP inh: -1.4; mIAP block: -2; APOBEC3A inh: -2; hIAP block: 9

Results for CC(C)CN(CCC(=O)O)CC(C)C ?
mIAP activ: 0.94; GRIN3A LBD mod: 1; beta cell repl: -1; hIAP activ: 1.2; A3G deaminase: -12; MPTP inh: 0.4; mIAP block: 6; APOBEC3A inh: -1; hIAP block: -16
